GSH bead fluor – compound fluorescence on glutathione beads, profiling panel, artefact control, biophysical, 488/530 nm, flow cytometry | GSH beads flow cytometry, compound fluorescence 488/530 nm; hits give high values | fluorescence (KMESF) at 10 µM | actives 0.25% (n = 190,000) | AID 1776, 2009; in the data active = fluorescence above about 89;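 note: glutathione beads carrying GST-tagged Bcl family fusion proteins plus one bare bead set; values are compound well signal with DMSO vehicle wells as background; inactives centre near 16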
Bcl-W Bim block – inhibitors of Bim binding to Bcl-W, primary screen, biochemical, multiplexed, bead-based flow cytometry; AID 952, 2007; actives 0.02% (n = 190,000); inhibition, % at 10 µM; Bim peptide-Bcl-W binding;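 note: 0% = bound tracer without compound and 100% = peptide blocker; higher means less fluorescent Bim peptide bound to Bcl-W beads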
Target sequence (Q92843 whole entry, looked up): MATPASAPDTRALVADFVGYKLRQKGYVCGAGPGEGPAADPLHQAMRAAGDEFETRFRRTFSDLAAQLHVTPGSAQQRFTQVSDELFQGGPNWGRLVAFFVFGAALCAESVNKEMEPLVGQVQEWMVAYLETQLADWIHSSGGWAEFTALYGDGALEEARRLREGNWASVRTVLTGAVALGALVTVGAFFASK
ABCG2 block – ABCG2 efflux pump inhibitors, primary screen, multiplex with ABCB1, IgMXP3 cells, flow cytometry | Broad substrate specificity ATP-binding cassette transporter ABCG2 (Homo sapiens), Q9UNQ0 | JC-1 efflux | inhibition, % at 6.6 µM | actives 0.1% (n = 190,000) | AID 1325, 2008;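 active = inhibition above 80%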;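 note: 0% = DMSO and 100% = nicardipine control wells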
Target sequence (Q9UNQ0 whole entry, looked up): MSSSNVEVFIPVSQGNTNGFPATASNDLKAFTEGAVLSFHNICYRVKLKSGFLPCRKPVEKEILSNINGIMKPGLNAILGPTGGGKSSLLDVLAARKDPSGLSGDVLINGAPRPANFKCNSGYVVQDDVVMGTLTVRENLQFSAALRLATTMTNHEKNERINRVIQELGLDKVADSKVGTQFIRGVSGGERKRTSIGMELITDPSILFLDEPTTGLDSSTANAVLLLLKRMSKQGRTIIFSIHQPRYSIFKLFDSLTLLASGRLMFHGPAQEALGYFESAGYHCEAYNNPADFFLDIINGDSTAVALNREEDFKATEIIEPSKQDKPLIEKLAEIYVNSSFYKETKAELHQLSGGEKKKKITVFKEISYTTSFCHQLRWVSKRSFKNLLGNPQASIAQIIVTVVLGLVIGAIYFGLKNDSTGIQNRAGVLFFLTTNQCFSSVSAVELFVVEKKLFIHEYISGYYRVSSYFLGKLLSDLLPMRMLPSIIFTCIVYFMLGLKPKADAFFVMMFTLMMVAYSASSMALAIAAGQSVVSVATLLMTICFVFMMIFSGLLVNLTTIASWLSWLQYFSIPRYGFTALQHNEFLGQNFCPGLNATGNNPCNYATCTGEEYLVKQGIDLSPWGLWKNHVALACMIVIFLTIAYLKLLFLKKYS
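Test system: IgMXP3 cells (ABCG2) mixed with DDAO far-red-labelled CCRF-Adr cells (ABCB1). Reagent: JC-1 transporter substrate. Compound dosing: single test compound dose, 6.6 µM final. Times: 10 min compound exposure, 25 °C. Detection: flow cytometry of retained JC-1 fluorescence. Read-out basis: efflux inhibition in percent versus controls. Controls: nicardipine and DMSO wells.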
RGS4-Gao reg – modulators of RGS4 binding to Galphao, primary screen, biochemical, multiplexed bead flow cytometry | AID 1415, 2008 | actives 0.33% (n = 220,000) | actives lie on both sides | binding response (% of control), % at 10 µM | Guanine nucleotide-binding protein G(o) subunit alpha (Homo sapiens), P09471; in the data active = binding response below about 49% or above about 150%; inactive = in between;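 note: fluorescent Galphao activated with aluminum fluoride binding bead-coupled RGS4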
ABCB1 block – ABCB1 efflux pump inhibitors, primary screen, cell-based, multiplex, flow cytometry, ABCG2 counter-screen; ATP-dependent translocase ABCB1 (Homo sapiens), P08183; CCRF-Adr cells, JC-1 efflux; inhibition, % at 6.6 µM; actives 0.067% (n = 190,000); AID 1326, 2008; in the data active = inhibition above about 40%;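 note: 0% = vehicle and 100% = reference inhibitor; higher value means more JC-1 retained so stronger ABCB1 efflux block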
Bcl-2 Bim block – inhibitors of Bim-Bcl-2 binding, primary screen, biochemical, multiplexed, human Bcl-2 family. Apoptosis regulator Bcl-2 (Homo sapiens), P10415. Bead-based flow cytometry, Bim peptide-Bcl-2 binding. inhibition, % at 10 µM. actives 0.06% (n = 190,000). AID 950, 2007; in the data active = inhibition above about 40%; inconclusive = no clear call, values can overlap the other calls;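 note: 0% = no compound wells with probe peptide and 100% = reference peptide inhibitor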
Avidin fluor – green autofluorescence of compounds with avidin beads – biophysical, 488/530 nm, flow cytometry, artefact control, profiling panel; fluorescence (KMESF) at 10 µM; compound fluorescence 488/530 nm; hits give high values; actives 0.38% (n = 220,000); in the data active = fluorescence above about 47; note: inactives centre near 10
Bim-Bcl-XL – inhibitors of Bim-Bcl-XL binding, primary screen, biochemical, multiplexed, bead flow cytometry, human Bcl-XL; Bcl-2-like protein 1 (Homo sapiens), Q07817; AID 1007, 2008; Bim peptide-Bcl-XL binding, fluorescence; actives 0.04% (n = 190,000); inhibition, % at 10 µM
Bim-Bcl-B – inhibitors of Bim-Bcl-B binding, primary screen, biochemical, multiplexed, human Bcl-2 family. Bcl-2-like protein 10 (Homo sapiens), Q9HD36. bead-based flow cytometry, Bim peptide-Bcl-B binding. inhibition, % at 10 µM. actives 0.073% (n = 190,000). AID 951, 2007;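 note: 0% = tracer peptide without compound and 100% = reference inhibitor peptide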
Target sequence (Q9HD36 whole entry, looked up): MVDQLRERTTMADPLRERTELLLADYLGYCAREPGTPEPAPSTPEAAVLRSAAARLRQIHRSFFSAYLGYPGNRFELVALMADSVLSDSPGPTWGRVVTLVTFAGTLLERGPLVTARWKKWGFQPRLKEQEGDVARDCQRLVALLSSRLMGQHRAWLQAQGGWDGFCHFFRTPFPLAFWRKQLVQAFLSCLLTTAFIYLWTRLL
RGS7-Gao – RGS7-Galphao binding modulators, primary screen, biochemical, multiplexed bead flow cytometry. actives 0.35% (n = 220,000). binding response (% of control), % at 10 µM. actives lie on both sides; in the data active = binding response below about 49% or above about 150%; inconclusive = no clear call, values can overlap the other calls; inactive = in between;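 note: fluorescent Galphao held in activated GDP-AlF4 state binding bead-coupled RGS7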
Bfl-1 Bim block – inhibitors of Bim binding to Bfl-1, primary screen, biochemical, multiplexed, bead-based flow cytometry | Bcl-2-related protein A1 (Homo sapiens), Q16548 | Bim-Bfl-1 binding inhibition | inhibition, % at 10 µM | actives 0.12% (n = 190,000) | AID 1008, 2008;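 note: 0% = wells without compound plus tracer and 100% = blocker peptide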
* = called active by the depositor; ? = inconclusive. Cut-off read from the data, not from the text of the source, unless noted: active = inhibition above about 40%.

SMILES	GSH bead fluor	Bcl-W Bim block	ABCG2 block	RGS4-Gao reg	ABCB1 block	Bcl-2 Bim block	Avidin fluor	Bim-Bcl-XL	Bim-Bcl-B	RGS7-Gao	Bfl-1 Bim block
CCCN1Cc2cccc(C(=O)Nc3cc(OC)cc(OC)c3)c2C1=O	9	0	8	93	1.8	-3	25	3	-5	104	-10
CCc1ccc(CN(C)C(=O)CCc2nc3ccccc3n(-c3ccc(OC)cc3)c2=O)cc1	22	-2	4	89	-0.8	-4	4	-2	-4	88	-3
COc1ccc(OC)c(S(=O)(=O)N2CCC(C(=O)NCc3ccccc3)CC2)c1	22	-3	7	100	1.3	-9	27	-9	-8	98	-16
C=CCn1c(Cc2cccs2)nnc1SCC(=O)Nc1ccc(OC)cc1	24	0	4	100	0.8	-8	9	-2	-9	105	-11
CCN(CC)CCC(=O)c1ccc(F)cc1	11	6	1	102	0.2	3	10	10	4	100	-5
O=C(C1CCCCC1)N(Cc1nc2sc3c(c2c(=O)[nH]1)CCCC3)Cc1cccs1	5	0	1	104	0.4	-5	8	-3	-3	102	0
CCOC(=O)CCCNC(=O)COC(=O)/C=C/c1ccc2c(c1)OCO2	16	-4	2	97	0.3	0	9	0	-2	?	-3
O=C(C1CC(=O)N(C2CCCCC2)C1)N1CCc2ccccc21 (stereo unspecified)	12	-4	3	98	0.6	-1	14	-2	-4	99	-1
CCc1cccc(NC(=O)Cc2cn(C)c3ccccc23)c1	24	-1	32	102	0.3	-11	13	-8	-7	105	-19
COc1ccc(OC)c(N(CC(=O)N2CCN(c3cc(Cl)ccc3C)CC2)S(C)(=O)=O)c1	26	0	8	105	2.5	-6	10	-12	-4	99	-5
Cc1nc(-c2ccc(NC(=O)c3ccccc3Br)cc2)cs1	4	0	16	101	0.2	-1	14	0	-1	98	1
Cc1c(N=C2N=C(NC(=O)c3ccc(F)cc3)c3ccccc32)c(=O)n(-c2ccccc2)n1C	20	0	17	99	0.7	2	10	-3	-3	?	-1
COc1c(C)cc(Br)cc1C(=O)Nc1ccc(N2CCN(S(C)(=O)=O)CC2)cc1	28	-4	6	89	1.4	-4	9	-1	-5	92	-8
CCn1c(SCC(=O)Nc2ccc(N(C)C)cc2)nnc1-c1cccc(C)c1	22	1	1	100	0.4	3	14	1	0	100	4
Cc1cccc(C)c1NC(=O)CN1C(=O)S/C(=C\c2cccn2-c2cccc(C(=O)O)c2)C1=O	16	0	0	99	0.3	-4	12	-3	0	94	-3
COC(=O)c1ccc(C2C(Oc3ccc(OC)cc3)C(=O)N2CCc2ccc(OC)c(OC)c2)cc1 (stereo unspecified)	16	-4	20	98	1.8	-25	13	-9	-12	98	-14
CN(Cc1ccccc1)C(=O)COC(=O)c1cncc(Br)c1	14	-3	8	103	1.9	1	8	1	-1	100	-3
CC(C)C[C@H](NC(=O)Nc1cccc(Cl)c1)C(=O)O	23	-1	11	99	0.7	-11	10	-8	-9	95	-14
O=C(O)CSc1nnnn1C1CCCCC1	31	-1	0	87	0.3	-1	13	0	-4	80	-6
CCCCCc1nc2c(C#N)c(-c3ccc(Cl)cc3)ccn2n1	33	-1	15	104	0.1	-9	12	-7	-9	101	-18
CC(C)c1nnc(NC(=O)CCN2C(=O)c3ccccc3C2=O)s1	6	6	0	102	0.1	-6	8	-4	-7	101	-12
CCOC(=O)c1c(C)[nH]c(C(=O)CSc2nnnn2-c2ccccc2)c1C	29	0	9	100	0.3	-8	14	-8	-9	97	-16
O=C1c2ccccc2CN1CCNS(=O)(=O)c1ccc2ccccc2c1	19	0	0	95	-0.1	-3	7	0	0	94	0
O=C(c1ccc(Oc2ccccc2)cc1)c1nc2c(n1O)CCCC2	51	4	0	100	0.1	-2	8	-4	-5	97	-7

Pulled by structure from the entries so far:
SMILES	GSH bead fluor	Bcl-W Bim block	ABCG2 block	RGS4-Gao reg	ABCB1 block	Bcl-2 Bim block	Avidin fluor	Bim-Bcl-XL	Bim-Bcl-B	RGS7-Gao	Bfl-1 Bim block
CC(C)c1nnc(NC(=O)CCN2C(=O)c3ccccc3C2=O)s1	6	6	0	102	0.1	-6	8	-4	-7	101	-12
O=C(O)CSc1nnnn1C1CCCCC1	31	-1	0	87	0.3	-1	13	0	-4	80	-6

Remaining list, next part
SMILES	GSH bead fluor	Bcl-W Bim block	ABCG2 block	RGS4-Gao reg	ABCB1 block	Bcl-2 Bim block	Avidin fluor	Bim-Bcl-XL	Bim-Bcl-B	RGS7-Gao	Bfl-1 Bim block
COCCSc1nnc(NC(=O)c2ccc(NC(C)=O)cc2)s1	12	0	0	102	-0.3	-4	19	0	-2	106	-3
COc1cc2ncnc(NCCc3ccccc3)c2cc1OC	12	0	7	104	1.1	-1	20	0	-4	100	-5
CCOC(=O)c1ccc(NC(=S)Nc2ccc(Cl)cn2)cc1	11	-4	7	100	0.0	-4	6	-2	-3	103	-6
S=c1[nH]nc(-c2ccc3ccccc3n2)n1-c1ccc(Cl)cc1	12	0	-7	110	-1.1	-1	4	-2	2	119	4
CCCCN1C(=O)C(=Nc2cccc3cnccc23)c2ccccc21	17	-3	12	101	1.5	-8	9	-5	-8	?	-3
Cc1ccc(-c2nnc(SCC(=O)Nc3sc(C)c(C)c3C#N)n2C)cc1	7	-4	3	106	0.7	-2	14	-6	-6	93	-1
NC(=O)N/N=C/c1cccc(OCc2ccc(F)cc2)c1	9	-2	5	99	0.2	-2	12	-2	0	99	-4
COc1ccc(CN2CC(C(=O)NCc3cccc(OC)c3)CC2=O)cc1 (stereo unspecified)	38	1	2	86	1.0	3	9	2	5	82	4
Cc1nc(CNS(=O)(=O)c2ccc3c(c2)CCCC3)cs1	14	-4	0	99	0.1	-1	12	-4	0	100	0
CCCCC(=O)NC(NC(=O)CCCC)c1ccc(OCC(C)C)c(OC)c1	5	-2	1	106	0.3	-4	2	-4	-6	104	-1
C=CCn1c(SCC(=O)Nc2ccc(C)cc2C)nnc1-c1cccnc1	34	-1	1	109	-1.4	-6	7	-17	-6	106	-9
O=C(NNc1nc2c(F)cc(F)cc2s1)c1ccccc1	9	-1	3	103	-0.1	2	9	0	-7	102	-2
Cc1ccc(NC(=O)C(=S)NCc2ccco2)cc1	7	5	0	105	0.0	-1	7	-3	-2	107	-6
Cc1cccc(NC(=S)N=Nc2c(O)n(CN3CCOCC3)c3ccccc23)c1C	20	-8	-1	98	-0.3	-8	9	-12	-14	93	-14
Cc1cc2cc(CNC(=O)NC3CCCCC3)ccc2[nH]1	12	3	1	102	0.2	-6	11	1	-4	99	-1
CN(CCNS(=O)(=O)c1ccc2c(c1)oc(=O)n2C)Cc1ccccc1	13	-8	2	100	0.7	-3	21	-7	-6	100	-4
O=C(Nc1ncc(Cc2ccccc2)s1)C1CCCO1 (stereo unspecified)	13	-2	1	99	0.3	-6	6	-4	-7	100	-13
Cc1cccc(C(=O)N2CCC(=O)N(C(COCc3ccc(Cl)cc3)Cc3ccccc3)CC2)c1 (stereo unspecified)	18	-3	4	100	3.9	-1	10	-2	-2	101	-1
C=CCOc1c(Br)cc(/C=N/NC(=O)Cc2ccc(C(F)(F)F)cc2[N+](=O)[O-])cc1OC	8	2	1	111	0.1	10	13	4	7	111	12
CCn1c(=O)cc(OCC(=O)NCCc2ccc(OC)c(OC)c2)c2ccccc21	13	0	11	107	0.7	0	9	1	-4	110	-2
C/C(CC(=O)NC(C)(C)C)=N\NC(=O)COc1ccc(C)cc1Br	15	-2	3	97	0.3	-1	10	-2	-7	98	-6
Fc1ccccc1CNc1cc(Cl)cc(Cl)c1	9	1	4	100	1.2	5	10	-2	2	99	0
O=C1CN(C(=O)COC(=O)CCC(=O)c2ccc3c(c2)OCCO3)c2ccccc2N1	69	0	1	100	0.4	-4	9	-3	-4	101	-8
CCn1c(C(C)NC(=O)c2ccc(C)cc2)n[nH]c1=S (stereo unspecified)	13	-5	-3	93	-0.3	-1	3	-7	-14	100	1

An excerpt from above in order of molecular weight, largest number first:
SMILES	GSH bead fluor	Bcl-W Bim block	ABCG2 block	RGS4-Gao reg	ABCB1 block	Bcl-2 Bim block	Avidin fluor	Bim-Bcl-XL	Bim-Bcl-B	RGS7-Gao	Bfl-1 Bim block
C=CCOc1c(Br)cc(/C=N/NC(=O)Cc2ccc(C(F)(F)F)cc2[N+](=O)[O-])cc1OC	8	2	1	111	0.1	10	13	4	7	111	12
Cc1cccc(C(=O)N2CCC(=O)N(C(COCc3ccc(Cl)cc3)Cc3ccccc3)CC2)c1 (stereo unspecified)	18	-3	4	100	3.9	-1	10	-2	-2	101	-1
Cc1cccc(NC(=S)N=Nc2c(O)n(CN3CCOCC3)c3ccccc23)c1C	20	-8	-1	98	-0.3	-8	9	-12	-14	93	-14
C/C(CC(=O)NC(C)(C)C)=N\NC(=O)COc1ccc(C)cc1Br	15	-2	3	97	0.3	-1	10	-2	-7	98	-6
C=CCn1c(SCC(=O)Nc2ccc(C)cc2C)nnc1-c1cccnc1	34	-1	1	109	-1.4	-6	7	-17	-6	106	-9
CN(CCNS(=O)(=O)c1ccc2c(c1)oc(=O)n2C)Cc1ccccc1	13	-8	2	100	0.7	-3	21	-7	-6	100	-4
CCn1c(C(C)NC(=O)c2ccc(C)cc2)n[nH]c1=S (stereo unspecified)	13	-5	-3	93	-0.3	-1	3	-7	-14	100	1
O=C(Nc1ncc(Cc2ccccc2)s1)C1CCCO1 (stereo unspecified)	13	-2	1	99	0.3	-6	6	-4	-7	100	-13
Cc1cc2cc(CNC(=O)NC3CCCCC3)ccc2[nH]1	12	3	1	102	0.2	-6	11	1	-4	99	-1
Cc1ccc(NC(=O)C(=S)NCc2ccco2)cc1	7	5	0	105	0.0	-1	7	-3	-2	107	-6
Fc1ccccc1CNc1cc(Cl)cc(Cl)c1	9	1	4	100	1.2	5	10	-2	2	99	0

From PubChem BioAssay
